Bioassay records: PubChem BioAssay, several laboratories
ZTA DNA inh – counter-screen for EBNA-1 inhibitors: inhibitors of Epstein-Barr virus ZTA; P03206; 320,000 tested, 0.15% active; AID 2234; ZTA-DNA binding, fluorescence polarization; inhibition, % at 11 µM; in the data active = inhibition above about 33%
Target sequence (P03206 whole entry, looked up): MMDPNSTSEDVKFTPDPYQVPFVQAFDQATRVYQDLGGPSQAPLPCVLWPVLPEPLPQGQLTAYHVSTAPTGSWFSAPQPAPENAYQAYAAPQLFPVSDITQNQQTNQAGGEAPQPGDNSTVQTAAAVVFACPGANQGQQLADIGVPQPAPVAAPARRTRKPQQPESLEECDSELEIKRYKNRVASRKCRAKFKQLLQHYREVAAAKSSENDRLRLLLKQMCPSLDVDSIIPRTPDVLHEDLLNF
Fam108B inh – mouse Fam108B serine hydrolase inhibitors, primary screen, counter-screen for RBBP9 inhibitor project, biochemical, fluorescence polarization; recombinant Fam108B, FP-Rh probe fluorescence polarization; inhibition, % at 9.51 µM; 300,000 tested, 0.33% active;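 active = inhibition above the screen mean inhibition plus 3 SD, computed separately per campaign, cut at about 18% in these data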;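 also: inhibitors lower polarization as less probe binds the enzyme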
EBNA-1 inhibitor – EBNA-1 DNA-binding inhibitors, primary screen, biochemical, fluorescence polarization. AID 1950, 2009. inhibition, % at 14.8 µM. 300,000 tested, 0.34% active; in the data active = inhibition above about 28%
MEX-5 binding – MEX-5 zinc finger RNA-binding disruptors – biochemical, C. elegans, fluorescence polarization, MLPCN library, primary screen; Zinc finger protein mex-5 (Caenorhabditis elegans), Q9XUB2; MEX-5/FITC-TCR2 RNA binding; stronger effect = lower value; activity score (negative = inhibition of binding), % at 10 µM; 300,000 tested, 0.38% active; AID 1832, 2009;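 active = inhibition past about -25% in most replicates, and total fluorescence under double the plate's negative control median, limit read from the data; inconclusive = replicates evenly split on the limit, or fluorescence at least double controls; inactive = too little inhibition in most replicates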;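 also: 0% = DMSO and -100% = 5 µM competing unlabeled TCR2 RNA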
Target sequence (Q9XUB2 whole entry, looked up): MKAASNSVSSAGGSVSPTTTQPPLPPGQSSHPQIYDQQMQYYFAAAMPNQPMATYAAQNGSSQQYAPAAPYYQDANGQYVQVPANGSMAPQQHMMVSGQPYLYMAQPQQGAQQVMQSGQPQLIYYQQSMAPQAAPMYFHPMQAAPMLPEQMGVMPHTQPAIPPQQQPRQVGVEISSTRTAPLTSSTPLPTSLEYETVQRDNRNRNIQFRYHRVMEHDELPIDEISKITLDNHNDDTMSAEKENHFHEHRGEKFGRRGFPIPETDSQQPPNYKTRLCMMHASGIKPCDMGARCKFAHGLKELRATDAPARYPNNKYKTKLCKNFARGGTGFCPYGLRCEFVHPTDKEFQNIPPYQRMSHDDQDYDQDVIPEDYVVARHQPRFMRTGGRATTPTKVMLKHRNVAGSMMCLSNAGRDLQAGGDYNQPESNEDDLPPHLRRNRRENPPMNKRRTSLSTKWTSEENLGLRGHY
CR mimetic SO – reduction of superoxide in aged yeast, primary screen, HTS; S. cerevisiae aged cells, superoxide DHE fluorescence; stronger effect = lower value; superoxide response (% of plate mean), % at 10 µM; AID 2690, 2010; 330,000 tested, 0.18% active;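 active = superoxide response under a set limit, about three screen SD below normal, cut at about 65% in these data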;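 also: yeast aged for seven days with compound at 30 °C before DHE staining; 100% = average MFI of all compound-treated wells on the plate with controls excluded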
MCL1 BIM primary – inhibitors of MCL1 binding to BIM-BH3, primary screen, biochemical, fluorescence polarization | GST-MCL1 / FITC-Bim-BH3 fluorescence polarization | inhibition, % at 10.9 µM | 320,000 tested, 0.68% active | AID 2057, 2009;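 active = inhibition above the mean inhibition of all tested compounds plus 3 SD, set per campaign, cut at about 40% in these data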;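 also: 0% = DMSO wells and 100% = unlabeled Bim-BH3 peptide control; higher means more loss of mP so more displacement of Bim peptide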
GLD-1 TGE inh – GLD-1/TGE RNA complex disruptors, primary screen, biochemical, fluorescence polarization; Female germline-specific tumor suppressor gld-1 (Caenorhabditis elegans), Q17339; purified GLD-1 + fluorescein TGE RNA; inhibition, % at 5.96 µM; 320,000 tested, 0.44% active;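 active = percent inhibition above a per-plate cutoff, the plate mean of test compounds plus 3 SD, cut at about 30% in these data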;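 also: 0% = DMSO wells with GLD-1 and probe and 100% = wells lacking GLD-1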
Bcl-xL primary – inhibitors of human Bcl-xL, primary screen, biochemical, fluorescence polarization, HTS; 320,000 tested, 0.7% active; inhibition, % at 10.9 µM; GST-Bcl-xL / FITC-Bim BH3 peptide fluorescence polarization; Bcl-2-like protein 1 (Homo sapiens), Q07817;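 active = inhibition above the mean of all tested compounds plus 3 SD, cutoff set per campaign, cut at about 30% in these data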;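 also: 0% = DMSO wells and 100% = unlabeled Bim-BH3 peptide competitor; inhibitors lower millipolarization by displacing the labeled peptide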
Target sequence (Q07817 whole entry, looked up): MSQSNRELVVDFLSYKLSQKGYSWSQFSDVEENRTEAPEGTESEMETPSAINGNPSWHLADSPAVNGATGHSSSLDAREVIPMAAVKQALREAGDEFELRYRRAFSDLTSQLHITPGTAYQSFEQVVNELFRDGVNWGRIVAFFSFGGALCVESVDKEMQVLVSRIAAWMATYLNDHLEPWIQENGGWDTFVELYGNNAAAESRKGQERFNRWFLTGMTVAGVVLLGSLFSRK
Efflux pump inh – inhibitors of Candida efflux pumps in yeast, primary screen, S. cerevisiae, Nile Red, multiplex | S. cerevisiae Candida pump triplex | inhibition, % at 10 µM | 330,000 tested, 0.44% active | AID 485275, 2010;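 active = plate passing quality check with inhibition over a set limit, or well fluorescence over plate mean plus 4 SD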;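 also: Nile Red retained in pooled yeast measured as flow cytometry median fluorescence; 0% = buffer negative control and 100% = Enniatin B positive control; higher means more Nile Red kept so more efflux inhibition; some compounds called inactive have numbers as strong as hits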
* marks the source's active call; other numbers are inactive results; ? = inconclusive; . = not tested or not shown; + = active, no number.

Values in the order: Bcl-xL primary, CR mimetic SO, Efflux pump inh, Fam108B inh, MEX-5 binding, GLD-1 TGE inh, ZTA DNA inh, MCL1 BIM primary, EBNA-1 inhibitor
- Cc1ccc(Sc2cc(C(=O)NCCCN(C)C)c3ccccc3n2)cc1
  78.0*, 98.5, -0.1, 0.0, 1.0, 68.6*, 9.8, 86.1*, -24.1
- COc1ccc(N2C(=O)N3[C@H](c4cccc(C)c4)[C@@H]4C(=O)N(Cc5ccccc5)C(=O)[C@@H]4[C@]3(Cc3ccccc3)C2=O)cc1
  -2.0, 103.8, 0.0, -7.0, 1.3, 2.4, -9.9, -2.2, 7.8
- Cc1nnsc1S(=O)c1ccc(F)cc1 (configuration not stated)
  -3.1, 106.3, -0.1, -0.9, -0.2, -3.2, 0.7, 1.2, -5.9
- CC(C)C(C(=O)NCC1CCCO1)N(CC1CCCO1)C(=O)CNS(=O)(=O)c1ccccc1 (configuration not stated)
  0.0, 91.9, -0.1, 2.6, -0.8, -3.3, -23.4, 3.5, -2.5
- COCCOC(=O)c1c(C)oc2ccc(OCc3ccccc3)cc12
  0.9, 102.8, 0.0, -2.4, -0.1, -5.7, -17.7, 7.8, -2.3
- COc1ccc(CNC(=O)C2CCN(c3cc(C(=O)Nc4cccc(OC)c4)ccn3)CC2)cc1
  3.9, 103.8, 0.1, -1.7, -3.6, 3.2, -13.3, 5.2, -10.8
- CCN(CC)S(=O)(=O)c1csc(C(=O)OCC(=O)c2ccccc2)c1
  -2.2, 111.3, -0.1, -4.7, -1.2, -5.2, 1.5, -8.6, 9.2
- O=C(c1ccc(CSc2ccccc2)cc1)N1CCN(c2ccccc2)CC1
  1.5, 105.9, 0.1, 8.5, 1.4, -0.4, 10.6, -0.5, 1.2
- CCCNC(=O)C(=O)N/N=C/c1cccs1
  5.1, 107.5, 0.1, -4.8, -1.9, 3.0, 4.5, 2.2, -4.8
- COC(=O)c1cc(NC(=O)C2CC2)cc(C(=O)OC)c1
  4.6, 97.1, -0.2, 4.6, 0.1, -0.9, -4.3, -1.1, -8.7
- Cn1c(SCc2nn[nH]n2)nc2c1c(=O)n(Cc1ccccc1Cl)c(=O)n2C
  -18.5, 79.5, -0.1, 1.8, 1.4, 4.6, -9.0, -24.8, -6.5
- COc1ccc(NC(=O)CSc2nnc(-c3cc(C)[nH]n3)n2N)cc1OC
  3.0, 99.1, 0.2, 3.2, 0.0, 0.0, -8.1, 0.7, -2.7
- Cc1ccc(S(=O)(=O)CCC(=O)NCc2ccco2)cc1
  3.9, 92.8, 0.0, -1.1, -0.1, 1.4, -7.5, 5.1, 0.9
- Cc1ccc(CC2CC(=O)N(c3cc(C)on3)C2=O)cc1 (configuration not stated)
  -5.0, 103.7, 0.3, 1.2, 2.3, 5.3, -7.7, -2.4, -4.6
- COc1ccccc1NS(=O)(=O)c1cc(NC(=O)Cn2cnc3c2c(=O)n(C)c(=O)n3C)ccc1C
  2.0, 95.8, 0.2, -4.7, -1.7, -6.0, 3.9, -5.2, -9.5
- c1cc(-c2nnc3sc(C4CCCCC4)nn23)ccn1
  8.0, 106.1, 0.1, -0.1, 0.5, 6.7, 4.2, 5.8, -9.2
- Cn1c(-c2sc3cc(C(F)(F)F)cnc3c2-c2ccccc2)n[nH]c1=S
  -22.7, 109.6, 0.2, -2.2, -0.4, -8.3, 11.4, -13.3, 2.1
- CCOc1cc(/C=N\NC(=O)OC(C)(C)C)ccc1OC(=O)c1ccco1
  -8.0, 96.0, 0.3, 4.3, -1.1, 5.6, 2.2, -8.7, -12.7
- CN1CCc2c(sc3c2C(=O)NC(c2ccccc2)N3)C1 (configuration not stated)
  41.3*, 112.5, 0.2, -4.2, -9.5, 4.6, 16.2, 33.8, 8.8
- CCCCOCCCNC(=O)C1c2ccccc2Oc2ccccc21
  -1.9, 103.0, -0.1, 2.4, -0.1, 1.9, 9.7, -7.0, 11.3
- O=c1c2c3c(sc2ncn1/N=C/c1ccc([N+](=O)[O-])o1)CCCC3
  3.3, 79.9, 0.1, -0.1, 2.0, 8.9, 0.9, 6.9, -7.6
- COc1cc(OC)c(C(=O)OCC(=O)Nc2ccccc2Cl)cc1OC
  3.9, 101.1, -0.1, 0.1, 1.4, 3.5, 4.6, 7.9, -2.5
- CSCc1cc(N2CCOCC2)nc(SCc2ccc(Cl)cc2Cl)n1
  -1.5, 100.2, -0.1, -3.1, -0.7, 2.0, -18.1, 0.9, -1.9
- CC(=O)n1cc(/C=N/NC(=O)c2cccc(O)c2)c2ccccc21
  0.0, 104.4, 0.0, -2.7, -0.1, -5.3, 15.5, 0.5, 10.4
- CCC1CCc2sc(C(=O)NCC(c3ccc(OC)cc3)N3CCCC3)cc2C1 (configuration not stated)
  6.1, 96.0, 0.2, -1.2, 7.0, 48.7*, -3.2, 5.7, 4.7
- O=C(/C=C/Nc1ccc(Br)cc1F)c1ccccc1
  1.8, 110.4, -0.2, 4.0, 0.5, 9.0, -13.8, -7.2, -5.1
- CC(C)CC1Nc2ncnc(N3CCN(c4ccccc4)CC3)c2N(Cc2ccc(Br)cc2)C1=O (configuration not stated)
  9.3, 99.9, 0.1, -4.3, 2.3, 0.0, 13.2, 3.2, 5.2
- Cc1ccc(C(=O)N(CC(=O)NC2CCCC2)c2cccc(F)c2)s1
  -0.1, 96.8, 0.2, -2.0, 0.7, -3.5, -0.4, -3.3, -7.7
- CC1(C)Cc2c(sc3c2c2ncnn2c2nnc(SCC(=O)NCc4ccco4)n32)CO1
  6.1, 101.7, 0.0, 2.7, -2.9, 4.7, 11.4, 4.3, 6.9
- CNc1nc2c(c(=O)[nH]c(=O)n2C)n1CCCc1ccccc1
  -4.0, 89.0, 0.0, 3.2, -0.7, -0.2, -11.9, -3.2, -3.3
- COc1ccc(C(=S)N2CCN(S(=O)(=O)c3ccccc3)CC2)cc1
  1.6, 107.8, -0.4, 0.5, 0.2, -3.5, -6.3, 3.4, 4.8
- Cc1cccc(N2C(=O)c3cccc4c(N(C)CCO)ccc(c34)C2=O)c1
  183.4*, 95.4, -0.1, 2.4, ?, 175.6*, -3.2, +, 3.7
- CCn1c(C)c(C(C)=O)c(N2CCN(C(c3ccccc3)c3ccccc3)CC2)nc1=S
  5.3, 95.1, 0.1, -3.1, -1.5, -4.5, -4.9, 14.2, -1.2
- COc1ccc(CCNC(=O)CS(=O)(=O)c2cn(CC(=O)N3CCCC3)c3ccccc23)cc1OC
  4.9, 97.2, -0.1, 0.4, -1.2, -0.1, -6.5, 0.7, 1.3
- S=C1NCCC12C(=S)Nc1ccccc12 (configuration not stated)
  5.5, 96.6, -0.1, 2.7, 0.0, 1.9, -0.8, 4.1, 4.3
- O=C(c1cccc(S(=O)(=O)Nc2ccc(Br)cc2)c1)N1CCC1
  1.7, 99.6, -0.1, 0.4, 2.3, 0.5, 5.0, 6.3, -3.7
- CC(=O)N1CCN(S(=O)(=O)c2ccccc2)C1c1ccccc1 (configuration not stated)
  4.6, 92.3, 0.0, 1.6, 0.4, 3.1, -12.1, -2.3, 4.2
- N#CC1=C(N)SC(N)=C(C#N)C1c1ccoc1
  67.2*, 115.9, 0.0, 25.6*, -7.4, 21.4, 6.3, 80.4*, -6.3
- COc1ccc(NC(=O)c2ccc(C#CC(C)(C)O)cc2)cc1
  5.8, 100.9, 0.1, 5.0, 2.4, -0.6, 10.3, -0.1, 18.3
- COc1ccc(NC(=O)COC(=O)CCNS(=O)(=O)c2ccc(Cl)cc2)cc1
  -1.9, 100.1, -0.1, -0.5, -3.7, -2.9, -11.1, -0.4, 0.7
- Cc1ccc2[nH]c3c(c2c1)CCN1C(=O)OC(C)(C)C31C (configuration not stated)
  -8.0, 89.4, -0.1, 3.5, -5.4, 0.3, 3.4, -10.4, 3.9
- COCCCNC(=O)c1ccccc1N(Cc1ccccc1)S(=O)(=O)c1ccccc1
  -4.6, 103.2, -0.1, 1.4, 1.3, 8.9, -0.5, -17.8, -4.3
- CC(C)c1ccc(CNc2c([N+](=O)[O-])c(=O)oc3ccccc23)cc1
  1.4, 104.7, -0.2, -4.0, 0.5, 3.3, -9.6, 1.2, 8.9
- O=c1oc2ccc(Cl)cc2cc1-c1nnc(Nc2cccc(C(F)(F)F)c2)s1
  -2.0, 117.2, 0.2, 0.0, -6.0, -29.4, -5.6, -11.9, -9.6
- CCc1ccc(N(CC(=O)NC2CCCCC2)C(=O)CCC(=O)Nc2ccccn2)cc1
  0.4, 95.0, -0.3, -0.5, -0.3, -8.0, 18.1, 0.3, -6.3
- O=C(CSc1ccc2c(c1)OCCO2)NCCc1ccc(Cl)cc1Cl
  2.4, 95.2, -0.1, 0.2, 2.4, 1.6, 8.9, 0.2, -5.2
- Cc1c(Cl)cccc1NC(=O)c1ccco1
  5.7, 101.4, 0.1, 4.1, 1.6, 8.6, -2.7, 8.0, -3.2
- Cn1c(C(=O)O)c(CC(=O)NCC2COc3ccccc3O2)c2ccccc21 (configuration not stated)
  4.6, 87.0, -0.1, 1.7, -3.3, 6.7, -7.5, 3.4, 1.7
- C/C(=N\OCC(=O)NCC(F)(F)F)c1cc2ccccc2o1
  3.1, 113.8, -0.8, -1.8, -0.6, 5.1, 12.0, 7.3, -2.9
- O=C(O)CC1SC(N/N=C/c2ccc(Br)cc2)NC1=O (configuration not stated)
  1.2, 107.4, -0.3, 0.5, -1.7, 5.7, -4.0, 6.5, 8.0
- CC(C)CNC(C)C(=O)Nc1ccc(S(N)(=O)=O)cc1 (configuration not stated)
  5.6, 97.2, -0.1, -1.3, -4.7, 4.4, 11.4, 7.4, -2.1
- COc1ccc(-c2csc(NC(=O)c3ccccc3S(C)(=O)=O)n2)cc1
  4.9, 112.4, 0.1, -2.0, -0.7, 1.6, 9.8, -2.1, -0.3
- COc1ccc(OC)c(NC(=O)CSc2nnc(-c3ccco3)n2-c2ccc(C(=O)O)cc2)c1
  3.8, 106.5, 0.0, 3.3, 1.6, -5.9, 11.2, 1.6, -3.5
- CCCCN(CC(O)COc1cccc(C)c1)CC(O)COc1cccc(C)c1 (configuration not stated)
  -3.0, 92.8, 0.1, -4.4, -0.3, 1.4, -0.6, 1.5, -7.4
- CCC(C)(C)C1CCc2[nH]nc(C(=O)NC(C)C)c2C1 (configuration not stated)
  6.9, 101.3, -0.1, -2.2, ., 9.8, -2.2, 2.2, -5.4
- CCCCOC(=O)C1C2C=CC3(CN(CCc4ccccc4)C(=O)C13)O2 (configuration not stated)
  0.8, 104.6, 0.1, 0.1, 2.7, 3.0, 15.4, 2.5, 2.8
- CC(=O)c1c(N2CCN(c3ccccn3)CC2)nc(=S)n(-c2ccccc2)c1C
  7.3, 101.1, -0.2, -5.6, -2.9, -0.4, -8.6, 16.5, 3.3
- CC(C)CCNC(=O)CCCc1ccccc1
  -6.1, 93.3, -0.1, 1.9, -0.3, 1.1, -0.4, -1.1, -5.2
- CCOc1ccc(C2CC(=O)N(Nc3ccc([N+](=O)[O-])cc3[N+](=O)[O-])C2=O)cc1 (configuration not stated)
  11.6, 97.7, -0.1, 5.4, -1.0, 4.5, 3.6, 10.3, -4.1
